# DDE Tn6 FP inh: disrupts Tn6 cyclic peptide binding to fibrin D-Dimer-E complex. Fibrin DD(E) TRITC-Tn6 fluorescence polarization displacement. inhibition, % at 8.3 µM. 370,000 compounds, 0.21% hits. AID 720509;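 active = inhibition above a per-campaign cutoff: mean of compounds within control limits plus 3 SD, cut at about 15% in these data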;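 also: 0% = median of all compound wells on the plate and 100% = blocking peptide control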
# MBD2 inh: inhibitors of human MBD2 binding to methylated oligonucleotide. TR-FRET. inhibition, % at 4.4 µM. 370,000 compounds, 0.31% hits; in the data active = inhibition above about 13%
# PLC-gamma1 inh: blocks human PLC-gamma1 enzyme activity. P19174. purified PLC-gamma1, fluorogenic substrate, fluorescence. inhibition, % at 12.2 µM. 370,000 compounds, 0.84% hits. AID 720700; in the data active = inhibition above about 9.5%
# ARFGAP1 inhibitor: rat ARFGAP1 inhibition. Q62848. Arfgap1-stimulated ARF1 GTP hydrolysis, GDP FP detection. inhibition, % at 16.5 µM. 360,000 compounds, 0.26% hits. AID 651572;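 active = inhibition above a per-plate limit, mean inhibition of low control wells plus 3 SD, cut at about 25% in these data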;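 also: 0% = DMSO wells with enzyme and 100% = wells lacking Arfgap1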
#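 Material – truncated rat Arfgap1 GAP domain · Buffer or medium – HEPES-based buffer, pH 7.5 · Reagent – human ARF1(Δ1-17)-GTP substrate · Dosing – 16.5 µM single point, 1.26% DMSO · Schedule – GTP hydrolysis reaction 2 h at 25 °C · Technique – GDP detection by fluorescence polarization · Benchmarks – No-Arfgap1 wells (100%) versus DMSO full-reaction wells (0%) · Repeats – single replicate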
# UHRF1 binding: human UHRF1 methylated DNA binding inhibitors; AID 687016; UHRF1 binding to methylated oligo, TR-FRET; inhibition, % at 4.4 µM; Q96T88; 370,000 compounds, 0.75% hits; in the data active = inhibition above about 21%;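 also: UHRF1 SRA domain binding a hemimethylated CpG hairpin DNA probe; 0% = median of test compound wells and 100% = reference inhibitor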
# ASAP1 GAP inh: blocks human ASAP1-stimulated Arf1 GTP hydrolysis | Q9ULH1 | GDP FP detection | inhibition, % at 16.5 µM | 360,000 compounds, 0.19% hits; in the data active = inhibition above about 25%;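 also: 0% = vehicle with enzyme and substrate and 100% = no enzyme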
# DDE Tn7 FP inh: inhibitors of Tn7 peptide binding to human fibrin DD(E) | P02675 | FP displacement of FITC-Tn7 peptide from fibrin DD(E); 0% = median of compound wells per plate | inhibition, % at 8.3 µM | 370,000 compounds, 0.13% hits;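 active = inhibition above the mean of compounds falling within the control limits plus 3 SD of them, cut at about 14% in these data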;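 also: 0% = plate median of compound wells and 100% = 10 µM Aha-Tn7 peptide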
#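 Assay system: Human fibrin DD(E) protein | Medium: Tris buffer with calcium and detergent, pH 7.8 | Reagent: 0.1 µM fluorescent Tn7 | Compound dosing: Single point at 8.3 µM | Times: 10 min preincubation, 3 h with tracer, room temperature | Detection: Fluorescence polarization of the labelled Tn7 tracer | Controls: Aha-Tn7 high control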
# ADAM17 inh: inhibitors of human ADAM17; P78536; recombinant ADAM17, EDANS/DABCYL FRET peptide cleavage; AID 720648; inhibition, % at 6.95 µM; 370,000 compounds, 0.83% hits;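 active = inhibition above the mean of compounds lying between control limits plus 3 SD, set per campaign, cut at about 8.5% in these data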;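 also: 0% = DMSO-only wells as the low control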
# proKLK7 act: proKLK7 (human) activation, primary screen; purified proKLK7, EDANS-DABCYL substrate fluorescence; 100% is mature enzyme control, 0% vehicle; AID 652039; activation, % at 7 µM; P49862; 370,000 compounds, 0.9% hits;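 active = activation above the mean of all tested compounds plus 3 SD, computed per campaign excluding outliers beyond control limits, cut at about 13% in these data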
# PLC-beta3 inh: blocks human PLC-beta3 enzyme activity; Purified PLC-beta3, fluorogenic substrate, fluorescence; inhibition, % at 12.2 µM; 370,000 compounds, 0.18% hits; in the data active = inhibition above about 11%;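 also: 0% = median of compound wells on plate and 100% = full blocker control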
# Active calls of the source: *; i = inactive; x = not tested or not shown.
# Values run as follows: DDE Tn6 FP inh	MBD2 inh	PLC-gamma1 inh	ARFGAP1 inhibitor	UHRF1 binding	ASAP1 GAP inh	DDE Tn7 FP inh	ADAM17 inh	proKLK7 act	PLC-beta3 inh
1. CCOc1ccc(CCNC(=O)COC(=O)CCS(=O)(=O)c2ccc(C)cc2)cc1OCC
  1	5	9.8*	10	4	9	-7	8	-0.4	-4
2. c1cc(-c2cccs2)nc(-c2cccs2)c1
  0	-4	2	3	1	-12	8	2	-0.8	4
3. O=C(O)CCn1cc(C(=O)O)c(-c2ccccc2)n1
  5	-2	0	1	-4	-6	-5	-2	-0.3	-7
4. CC1(C(=O)NCc2cccc3ccccc23)CCN1Cc1cccc2c1OCO2 (stereo not given)
  -1	4	1	0	0	-8	4	-2	-0.2	-1
5. CCOc1ccc(N=C2SC(C(=O)O)CC(=O)N2C)cc1 (stereo not given)
  -11	-4	-1	5	-4	-1	-11	2	0.0	0
6. O=C(CSc1nnc(-c2cccnc2)n1C1CCCCC1)NC1CCCCCC1
  1	-5	2	x	-1	x	2	1	-0.8	1
7. O=C(NCCCn1ccnc1)C(=O)NCC1OCCCN1S(=O)(=O)c1ccc(Cl)cc1 (stereo not given)
  11	1	4	-1	0	4	-6	3	0.4	1
8. CN(CC(=O)Nc1ccccc1N1CCCC1)S(=O)(=O)c1ccc(F)cc1
  2	-6	-16	-4	-1	-11	10	-3	-0.7	-8
9. Cc1cccc(OCC(=O)NC(=S)Nc2ccccc2N2CCOCC2)c1C
  7	-2	2	3	1	3	5	-4	-0.7	-2
10. COc1ccc(N2C(S)=C(C#N)C(=O)NC2c2ccc(OC)c(OC)c2)cc1 (stereo not given)
  4	2	3	5	0	22	-1	2	-0.1	-1
11. Cn1c(CN2CCN(c3ccccc3NS(C)(=O)=O)CC2)nc2ccccc21
  -8	3	2	-3	4	-10	7	-5	0.7	-12
12. COC(=O)c1cc(OC(=O)CCc2ccc(OC)c(OC)c2)cc(C(=O)OC)c1
  -1	0	-1	2	3	6	-4	1	0.4	-4
13. Oc1ccccc1CN1CCN(C(O)(c2ccccc2)c2ccccc2)CC1
  -4	6	-1	-6	5	-7	4	-2	-0.3	-7
14. CCc1ccccc1NC(=O)Cn1cccc1C1=NC(c2ccccc2)CO1 (stereo not given)
  -2	1	2	7	3	3	3	-6	-0.6	-3
15. O=C1C2CCCN2C(=O)N1CCN1CCN(c2ccccc2)CC1 (stereo not given)
  7	1	2	-10	5	-4	-2	1	-0.6	0
16. COc1ccc(C(=O)Nc2ccc3ccccc3n2)cc1OC
  -2	1	-1	6	-4	11	-3	-3	0.4	-4
17. C[C@]12C=CC(=O)C=C1CC[C@H]1[C@@H]3C[C@@H](O)[C@](O)(C(=O)CO)[C@@]3(C)C[C@H](O)[C@@]12F
  -5	-1	0	-5	1	-4	5	-6	0.2	0
18. Cc1cc(OCCCN2CCC(C(O)(c3ccccc3)c3ccccc3)CC2)ccc1Br
  -4	4	-1	6	0	3	2	2	0.5	-2
19. CCOc1cccc(-c2c(C(=O)N/N=C/c3ccc(C)s3)nnn2-c2nonc2N)c1
  -5	-9	-10	4	-6	-2	6	9.7*	0.5	-27
20. C[C@H]1CNC(=O)c2c(C(=O)Nc3cccc(Cl)c3)ncn21
  -6	3	2	2	0	4	-1	-4	1.5	-3
21. O=C(NC(=S)NC1C2CC3CC(C2)CC1C3)C12CC3CC(CC(C3)C1)C2 (stereo not given)
  -8	-6	5	-6	0	10	-4	-1	-0.5	3
22. COc1ccc(C(=O)OCC(=O)NCCN2C(=O)CSC2=O)cc1
  2	-4	6	2	2	3	-4	-2	0.1	-7
23. CSc1ccc(-c2nc(CSCC(=O)NCCCN3CCOCC3)c(C)o2)cc1
  0	0	-3	3	-1	-10	1	-12	-0.2	-3
24. CS(=O)(=O)c1ccc(NC(=O)CCCc2nc3ccccc3c(=O)[nH]2)cc1
  -8	5	1	-10	1	2	-12	-4	0.5	-6
25. Cc1cc(C)nc(/N=C(\N)Nc2ccc(C)c([N+](=O)[O-])c2)n1
  -7	0	1	4	4	14	3	-1	0.2	0
26. O=C(Nc1ccc(-c2csc(Nc3ccc(Cl)cc3)n2)cc1)c1cccc(C(F)(F)F)c1
  6	2	-41	19	-2	21	-6	8	6.2	-60
27. CCCOC(=O)C1[C@H]2C(=O)N(CC3CCCO3)C[C@]23C=C[C@H]1O3 (stereo not given in full)
  2	4	1	-10	-1	1	3	-8	-0.1	-3
28. CC(=O)Nc1ccc(S(=O)(=O)N2CCC(NC(=O)C(Cc3ccccc3F)NC(C)=O)CC2)cc1 (stereo not given)
  3	0	0	5	2	-5	1	-9	0.3	-8
29. CN(C)c1ccc(CNC(=O)C2(C)Cc3c(-c4cccc(C(F)(F)F)c4)ccnc3O2)cc1 (stereo not given)
  7	-5	3	-5	1	19	7	6	-0.1	1
30. COc1ccc(NC(=O)C2CCCN2C(=O)Nc2cccc(F)c2)cc1 (stereo not given)
  2	1	0	-3	-1	-1	-2	0	-0.1	-4

# (further entries)
# Values run as follows: DDE Tn6 FP inh	MBD2 inh	PLC-gamma1 inh	ARFGAP1 inhibitor	UHRF1 binding	ASAP1 GAP inh	DDE Tn7 FP inh	ADAM17 inh	proKLK7 act	PLC-beta3 inh
31. O=C(c1ccccc1)C(C(=O)N1CCc2ccccc2C1)n1ccccc1=O (stereo not given)
  2	2	-2	5	3	2	-1	-2	-0.2	-3
32. O=C(Nc1ccc(-c2nc3ccccc3[nH]2)cc1)c1ccc(N2C(=O)CCC2=O)cc1
  -5	2	1	3	3	9	-7	0	1.6	-6
33. O=C(Nc1nc2c(s1)CN(Cc1ccccc1)CC2)c1cccc(S(=O)(=O)N2CCc3ccccc32)c1
  -11	3	-169	-1	-2	17	0	-44	640*	-157
34. O=C(NCc1c(F)cccc1F)C1CCCN(c2ncccn2)C1 (stereo not given)
  7	5	-9	x	1	x	7	-13	0.2	-19
35. Cc1nn(CC(=O)Nc2c(C)n(C)n(-c3ccccc3)c2=O)c(C)c1[N+](=O)[O-]
  -3	-4	-3	-3	2	8	3	-4	0.8	-5
36. CN1CCN(c2ccc(-c3ccnn3C(=O)Nc3cccc(C(F)(F)F)c3)cc2)CC1
  0	7	2	-7	3	-15	-2	-4	-1.1	1
37. O=C(Nc1cccnc1)c1ccc(CSc2ccccc2)cc1
  3	-5	0	5	0	10	1	-2	0.2	-5
38. Cc1nc2cc(C(=O)N3CCN(C)CC3)ccc2n1C
  4	8	-1	0	2	0	7	-13	0.2	-4
39. C=C1CCN([C@@H](C)C(=O)NCc2ccc(Cl)cc2)S(=O)(=O)c2ccccc21
  0	5	1	1	4	24	12	-3	0.0	4
40. O=C(NC(c1ccccc1)c1ccccc1)c1cccc(S(=O)(=O)NCc2ccccc2)c1
  0	2	5	-5	-1	-5	2	5	0.0	7
41. CN(C)c1ccc(-c2nnc(-c3cccs3)o2)cc1
  0	3	-485	7	-1	1	6	-22	5.0	i
42. Cc1cn([C@H]2C[C@H](O)[C@@H](/C=C/C(=O)NCc3ccccc3)O2)c(=O)[nH]c1=O
  -1	1	0	-5	-1	-17	-1	-4	0.4	4
43. O=C1CN(C(=S)NC(=O)c2ccccc2[N+](=O)[O-])CCN1
  0	2	3	1	3	-3	-4	0	0.4	-5
44. COc1ccc(CN(C(=O)c2oc3ccccc3c2C)C2CCS(=O)(=O)C2)cc1 (stereo not given)
  6	-4	0	5	-2	-19	1	-1	0.4	0
45. CCN1CCN(C(=O)CN(C)S(=O)(=O)c2ccc(Cl)cc2)CC1
  4	-3	3	1	-2	2	-4	-1	0.1	1
46. CC(C)=CCCC(C)CN1CCC(n2nccc2NC(=O)C2CCCC2)CC1 (stereo not given)
  -2	-3	0	10	1	5	-5	-3	0.6	-2
47. CCCNC(=O)C(NS(=O)(=O)c1ccc2c(c1)c(=O)n(C)c(=O)n2C)c1ccccc1 (stereo not given)
  5	-5	1	5	-3	-4	11	-2	-0.1	-2
48. CC(NC(=O)N1CCN(c2ccccc2F)CC1)c1ccc(F)c(F)c1 (stereo not given)
  2	3	-1	7	4	-14	11	-2	-0.5	-5
49. COc1ccc(Cl)cc1C(=O)NCc1ccco1
  4	4	13*	-10	3	-3	1	5	0.4	-5
50. Cc1ccc(N(C(=O)c2snc(C(N)=O)c2N)C(C(=O)NC2CCCC2)c2ccc(C)o2)cc1 (stereo not given)
  6	2	-68	2	-3	3	-3	-20	-2.5	-96
51. CC(C)(C)SCCNC(=O)COc1ccccc1
  5	2	5	0	0	9	-5	0	0.2	0
52. CC(C)Oc1cccc(C(=O)C2CCCN(Cc3cnc(N4CCCC4)s3)C2)c1 (stereo not given)
  -2	0	4	-4	5	-9	-10	5	0.6	8
53. Cc1cccc2sc(NNC(=O)c3ccc4c(c3)OCCO4)nc12
  2	-5	-1	-3	-3	-3	-1	3	0.6	-3
54. C/C(=C/C=N/Nc1nc(N2CCCCC2)nc(N2CCCCC2)n1)c1ccccc1
  -4	-4	2	1	-4	-3	2	2	-0.1	4
55. O=C(CN1CCN(C(=O)C2COc3ccccc3O2)CC1)Nc1ccc(F)cc1 (stereo not given)
  -2	-3	3	1	2	5	-2	1	-0.6	-1
56. C=CCn1c(C2CC(=O)N(c3ccc(C)cc3)C2)nc2ccccc21 (stereo not given)
  0	1	-1	1	2	-2	0	0	-0.3	0
57. CC(=O)OCC1OC(n2c(S)c(C#N)c(-c3ccccc3)c(C#N)c2=O)C(OC(C)=O)C(OC(C)=O)C1OC(C)=O (stereo not given)
  2	0	-30	3	-1	20	6	-5	-0.1	-50
58. CCC1Sc2ccc(S(=O)(=O)CCC(=O)Nc3ccccc3Br)cc2NC1=O (stereo not given)
  -1	1	4	2	2	16	1	3	-0.3	-11
59. Nc1nc2c(ncn2[C@@H]2O[C@H](C(=O)NCC(F)(F)F)[C@@H](O)[C@H]2O)c(=O)[nH]1
  -1	0	-2	1	3	-13	1	-4	-0.5	-4

# Profiles, looked up by structure.
# Shown for Cc1ccc(N(C(=O)c2snc(C(N)=O)c2N)C(C(=O)NC2CCCC2)c2ccc(C)o2)cc1 (stereo not given) → DDE Tn6 FP inh = 6; MBD2 inh = 2; PLC-gamma1 inh = -68; ARFGAP1 inhibitor = 2; UHRF1 binding = -3; ASAP1 GAP inh = 3; DDE Tn7 FP inh = -3; ADAM17 inh = -20; proKLK7 act = -2.5; PLC-beta3 inh = -96
# Shown for CCC1Sc2ccc(S(=O)(=O)CCC(=O)Nc3ccccc3Br)cc2NC1=O (stereo not given) → DDE Tn6 FP inh = -1; MBD2 inh = 1; PLC-gamma1 inh = 4; ARFGAP1 inhibitor = 2; UHRF1 binding = 2; ASAP1 GAP inh = 16; DDE Tn7 FP inh = 1; ADAM17 inh = 3; proKLK7 act = -0.3; PLC-beta3 inh = -11

# Random excerpt: two records from the list, in no set order.
# Values run as follows: DDE Tn6 FP inh	MBD2 inh	PLC-gamma1 inh	ARFGAP1 inhibitor	UHRF1 binding	ASAP1 GAP inh	DDE Tn7 FP inh	ADAM17 inh	proKLK7 act	PLC-beta3 inh
51. CC(C)(C)SCCNC(=O)COc1ccccc1
  5	2	5	0	0	9	-5	0	0.2	0
58. CCC1Sc2ccc(S(=O)(=O)CCC(=O)Nc3ccccc3Br)cc2NC1=O (stereo not given)
  -1	1	4	2	2	16	1	3	-0.3	-11
